M. tuberculosis – growth inhibition of non-replicating M. tuberculosis (AID 488890) | Mycobacterium tuberculosis non-replicating, growth inhibition; higher % means a stronger effect | inhibition, % at 25 µM; hits with a dose series show IC50 in µM | 320,000 tested, 0.39% active; in the data active = a potency from the dose series; inconclusive = inhibition mostly from about 82% at the one dose, without a potency; inactive = the rest, 99 in 100 with inhibition below about 76%;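 also: plate controls were DMSO cells for no effect and high antibiotic wells for full effect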
H1N1 NS1A inhibition – H1N1 influenza NS1A inhibitors, functional cell based assay (AID 504329) | 340,000 tested, 0.3% active | NS1A functional cell-based assay, percent inhibition; higher % means a stronger effect | one-dose inhibition, % at 12.5 µM; IC50 in µM for titrated hits; in the data active = a potency from the dose series; inconclusive = inhibition above about 27% without an active follow-up result; also: strong numbers were not always called active
H37Rv inhibition – M. tuberculosis growth inhibition, HTS (AID 449762) | M. tuberculosis H37Rv growth inhibition, 7H9 media; higher % means a stronger effect | inhibition, % at 25 µM; hits with a dose series show IC50 in µM | 330,000 tested, 0.59% active; in the data active = a potency from the dose series; inconclusive = inhibition above about 70% without an active follow-up result;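 also: bacterial growth assessed after seven days of incubation; strong numbers were not always called active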
VEEV TC-83 Vero – inhibitors of VEEV TC-83 cytopathic effect, confirmation, Vero cells (AID 588727). 350,000 tested, 0.13% active. inhibition, % at 20 µM, or IC50 in µM where a hit was titrated. Vero cells, VEEV TC-83 cytopathic effect inhibition; higher % means a stronger effect; in the data active = a potency from the dose series; inconclusive = inhibition mostly from about 14% at the one dose, without a potency; inactive = the rest, 99 in 100 with inhibition below about 12%; also: strong numbers were not always called active
Salmonella PhoP GFP – Inhibition of PhoP regulon, Salmonella typhi GFP reporter cells, confirmation, 4 h (AID 1850) | Salmonella Typhi PhoP-promoter GFP reporter, fluorescence, 4 h; higher % means a stronger effect | inhibition, % at 50 µM; hits with a dose series show IC50 in µM | 310,000 tested, 0.33% active; in the data active = a potency from the dose series; inconclusive = inhibition mostly from about 25% at the one dose, without a potency; inactive = the rest, 99 in 100 with inhibition below about 19%;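 also: 0% = induced wells with vehicle and 100% = uninduced wells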
An asterisk follows results filed as active; i = inactive; ? = inconclusive; nt = no result given.

item	SMILES	M. tuberculosis	H1N1 NS1A inhibition	H37Rv inhibition	VEEV TC-83 Vero	Salmonella PhoP GFP
1	Cc1ccc(C)c(S(=O)(=O)NCC(c2ccco2)N2CCc3ccccc3C2)c1 (centres undefined)	11%	-6%	0%	1.8%	-4%
2	COc1ccc(NC(=O)C2CCC(CNS(=O)(=O)c3cccs3)CC2)cc1OC (centres undefined)	-1%	-4%	1%	6.2%	-4%
3	CCC(Cc1ccccc1)NC(=O)Cn1cccc1C(=O)c1ccccc1 (centres undefined)	3%	-2%	-4%	0.3%	-8%
4	Cc1ccc([N+](=O)[O-])cc1Nc1nc(N2CCOCC2)nc(N2CCOCC2)n1	5%	7%	3%	7.0%	-12%
5	COCCCNC(=O)c1c(NC(=O)C2COc3ccccc3O2)sc2c1CCCC2 (centres undefined)	-14%	12%	-8%	1.0%	11%
6	O=C1CSC(=S)N1N=Cc1ccc(Cl)cc1Cl	nt	2%	nt	i	nt
7	COc1ccc(Cl)cc1NC(=O)c1cc(C)no1	-19%	-6%	-2%	0.1%	9%
8	CCOC(=O)C1=NNC2C(=O)N(Cc3ccccc3)C(=O)C12 (centres undefined)	10%	-7%	-9%	i	8%
9	O=C(CCN1C(=O)NC2(CCCC2)C1=O)Nc1cccc(S(=O)(=O)N2CCOCC2)c1	-13%	-16%	-1%	0.4%	nt
10	O=C(O)c1cc(=O)[nH]c2c(Cl)cccc12	-17%	-5%	-1%	1.2%	-1%
11	CN(C)c1ccc(-c2noc(-c3ccccc3O)n2)cc1	6%	-2%	-11%	0.4%	-14%
12	O=C(Oc1ccccc1C(=O)N1CCOCC1)c1cccc(Br)c1	62%	-5%	5%	0.8%	1%
13	Cc1nc(-c2ccc(Cl)cc2)sc1C1(C)CC(c2ccccc2)=NO1 (centres undefined)	-8%	-4%	-6%	0.3%	-12%
14	Cc1c(C)n(-c2ccccc2)c2ncnc(NCCN(C)C)c12	4%	-23%	-1%	i	3%
15	O=C(Cn1c(=O)[nH]c2ccccc2c1=O)Nc1ccc2c(c1)OCCO2	-3%	-1%	7%	i	5%
16	O=C1NC[C@H](c2ccccc2)N(CCC23CC4CC(CC(C4)C2)C3)C1=O	28%	-2%	5%	1.4%	-11%
17	O=C(O)C1CCCN1C1=NS(=O)(=O)c2ccccc21 (centres undefined)	-4%	-2%	-3%	2.3%	-2%
18	COc1ccc(CNS(=O)(=O)NCc2ccccc2)cc1OC	6%	4%	2%	i	-4%
19	Cc1onc(-c2c(Cl)cccc2Cl)c1C(=O)NC1CCCCC1	3%	0%	0%	i	12%
20	CCOc1ccc(/C(O)=C2/C(=O)C(=O)N(CCCN3CCOCC3)C2c2ccc(C)cc2)cc1C (centres undefined)	-3%	1%	-5%	0.1%	2%
21	Cc1ccc(Sc2ncnc3onc(C)c23)cc1	73%	-12%	?	9.1%	2%
22	CCN(CC)S(=O)(=O)c1cccc(C(=O)N[C@H](C(=O)OCC(=O)NC(=O)NC)C(C)C)c1	-2%	5%	-6%	2.1%	-8%
23	CCCC(C(=O)Nc1ccc(S(=O)(=O)N2CCOCC2)cc1)c1ccccc1 (centres undefined)	43%	-4%	2%	2.1%	nt
24	COc1ccc(-c2nc3ccccc3c(=O)n2CCN2CCOCC2)cc1	-2%	-10%	-2%	1.3%	0%
25	Cc1cc(C(F)(F)F)nn1CC(=O)NCC1CCCO1 (centres undefined)	-6%	8%	-4%	2.5%	0%
26	COCCn1c(C)cc(O)c(C(=O)Nc2cccc(Cl)c2)c1=O	1%	6%	8%	1.0%	2%
27	CCOc1ccc(-c2cnc3n2CCC3)cc1	28%	-14%	13%	1.6%	-9%
28	O=C(O)c1cc(S(=O)(=O)Nc2ccccc2C(=O)O)ccc1O	-1%	-2%	4%	0.7%	6%
29	CCN(CC)C(=O)CSc1nnc(-c2cccnc2)n1Cc1ccccc1	0%	-2%	-12%	1.2%	9%
30	Cc1c(C(=O)NCc2ccccc2)oc2c1C(=O)CCC2	38%	-7%	-5%	0.5%	2%
31	CC1(C)OC(=O)C(=CNC(Cc2c[nH]c3ccccc23)C(=O)O)C(=O)O1 (centres undefined)	-4%	4%	-6%	0.0%	-14%
32	CN(C)CC(C)(C)CNC(=S)NCc1ccc2c(c1)OCO2	-2%	9%	12%	i	4%
33	O=C(Nc1cc(S(=O)(=O)N2CCOCC2)ccc1N1CCCCC1)c1ccc(Cl)cc1	76%	-11%	7%	1.2%	nt
34	CCn1c(COc2ccc3c(c2)OCO3)nnc1SCC(=O)c1ccc(Cl)cc1	1%	4%	-4%	3.4%	0%
35	O=C(c1cccc(S(=O)(=O)N2CCOCC2)c1)N1CCN(S(=O)(=O)c2cccs2)CC1	-14%	-8%	1%	1.6%	16%
36	COc1ccc(C(=O)Nn2c(SCc3cccc([N+](=O)[O-])c3)nc3ccccc3c2=O)cc1	12%	2%	0%	1.2%	-5%
37	Cc1ccc(S(=O)(=O)NC(=O)Nc2ccc(N(C)C)cc2)cc1	73%	44µM*	-17%	7.4%	-3%
38	CCOC(=O)C1CCN(C(=O)c2ccc(S(=O)(=O)Nc3ccccc3Cl)cc2)CC1	nt	10%	nt	5.8%	nt
39	OCCOCCN1CCN(C(=S)Nc2ccccc2)CC1	3%	4%	-3%	0.1%	-6%
40	COc1ccccc1C1CC(=O)Oc2cc(O)ccc21 (centres undefined)	nt	21%	nt	0.1%	nt
41	COc1ccc(OCC(=O)N2CCc3ccccc3C2)cc1	46%	19%	-10%	0.5%	-1%
42	COc1ccc(C(=O)Nn2cnc3scc(-c4cccs4)c3c2=O)c(O)c1	27%	1%	-9%	8.0%	-5%
43	O=C(CN(c1ccc(F)cc1)S(=O)(=O)c1ccc2c(c1)OCCO2)Nc1ccccc1	10%	3%	3%	i	5%
44	CC(NC(=O)COC(=O)c1ccccc1F)C1CC2CCC1C2 (centres undefined)	71%	-2%	16%	0.6%	nt
45	CCCCc1nnc2c(N(C)S(=O)(=O)c3ccc(C)cc3)nc3ccccc3n12	2%	-13%	5%	i	15%
46	COc1ccc([C@@H]2OC2(C(N)=O)C(N)=O)cc1	-1%	6%	-6%	9.4%	-4%
47	COc1ccccc1NC(=O)c1ccccc1NC(=O)c1ccccn1	nt	-3%	nt	9.2%	nt
48	CCOc1ccc(-c2cc(C(=O)N/N=C(\C)c3cccnc3)c3ccccc3n2)c(OCC)c1	-5%	-13%	2%	2.5%	-6%
49	O=C1CC(c2ccccc2)CN1C(=O)c1cccc([N+](=O)[O-])c1 (centres undefined)	-12%	-4%	2%	i	-7%
50	Cc1sc2ncn(CC(=O)Nc3ccccc3F)c(=O)c2c1-c1ccccc1	19%	-4%	-1%	1.6%	6%
51	Nc1ccc2nc(COc3ccccc3)[nH]c2c1	-7%	-5%	0%	2.2%	-3%
52	O=C(c1cc(=O)c2cc(Cl)ccc2o1)N1CCN(Cc2ccccc2)CC1	-3%	0%	0%	1.1%	3%
53	CCOc1cc(NC(=S)NCCCN2CCOCC2)c(OCC)cc1NC(=O)c1cccs1	23%	10%	-3%	0.3%	8%
54	C=CCn1cc(C(=O)NCCCOC)c(=O)c2cc(S(=O)(=O)N3CCC(C)CC3)ccc21	10%	-4%	-3%	2.7%	-12%
55	N#C/C(=C\c1cccc(Br)c1)C(=O)N1CCCCC1	61%	9%	11%	8.9%	4%
56	CC(C)OC(=O)CSc1nc2c(cc1C#N)CCCCC2	56%	2%	13%	0.3%	-9%
57	Cc1ccc2c(CN3CCN(S(=O)(=O)c4ccccc4C(F)(F)F)CC3)cc(=O)oc2c1C	13%	8%	-7%	1.4%	nt
58	O=C(N/N=C/c1ccc2cccc(OCc3ccccc3)c2n1)c1ccc(Br)cc1	-3%	5%	0%	9.4%	3%
59	O=C(Oc1cccc2cccnc12)c1ccc2c(c1)OCCO2	0.96µM*	-9%	?	6.3%	11%
60	COc1ccc(N2C(=O)CCC2(C#N)c2ccc(Br)cc2)cc1 (centres undefined)	11%	-9%	5%	i	9%

(cont.)
item	SMILES	M. tuberculosis	H1N1 NS1A inhibition	H37Rv inhibition	VEEV TC-83 Vero	Salmonella PhoP GFP
61	O=c1c2ccccc2[nH]c(=S)n1-c1cccnc1	7%	nt	-5%	nt	-2%
62	Cc1ccc2[nH]c3c(Cl)ncnc3c2c1	12%	nt	-4%	2.0%	-8%
63	O=C(Cc1ccccc1)NCCSCc1ccccc1	65%	-2%	7%	0.0%	-10%
64	O=C(Nn1cc(C(=O)Nc2ccccc2F)c2ccccc2c1=O)c1cnccn1	?	-4%	?	1.1%	15%
65	O=C(CSc1nnc(-c2ccncc2)n1Cc1ccco1)Nc1cccc(O)c1	5%	1%	-1%	1.5%	-10%
66	COc1ccc(/C=C/C(=O)N(C)C2(C)CCS(=O)(=O)C2)cc1 (centres undefined)	-20%	-6%	2%	0.5%	-3%
67	Cc1cc(C)c2nc(N3CCCC3)c(C#N)cc2c1	42%	5%	5%	i	-3%
68	COc1ccc(C(=O)N2N=C(c3cccs3)CC2c2ccccc2O)cc1 (centres undefined)	17%	-6%	9%	7.3%	-39%
69	CS(=O)(=O)N1CCN(c2ccc(NC(=O)c3ccc(Br)o3)cc2)CC1	10%	2%	-9%	1.3%	2%
70	COc1ccc(CCNC(=O)CNC(=O)c2ccccc2Br)cc1OC	-12%	14%	5%	1.5%	3%
71	COc1ccccc1/C=C/C=N/n1c(-c2ccncc2)n[nH]c1=S	-14%	6%	5%	1.4%	-2%
72	O=C(COC(=O)CN1C(=O)NC2(CCCC2)C1=O)Nc1ccccc1C(F)(F)F	-2%	-3%	-3%	1.6%	0%
73	COc1ccc(/C=N\NC(=O)c2ccccc2F)cc1COc1ccc(F)cc1	-4%	7%	-5%	2.8%	-6%
74	COc1ccc(Cl)cc1C(=O)NNC(=O)c1nn(C)c(=O)c2ccccc12	?	-8%	14%	9.5%	nt
75	CCn1cc(C(=O)NCCc2ccccc2)c(=O)c2cc(S(=O)(=O)N(C)C)ccc21	15%	-5%	-13%	0.5%	-4%
76	Cc1cnnc2c1-c1no[n+]([O-])c1CC2	15%	16%	-8%	0.1%	0%
77	O=C(/C=C/c1ccc(S(=O)(=O)N2CCOCC2)cc1)NCCCn1ccnc1	-4%	-9%	-2%	0.3%	14%
78	O=C(NC(=O)N1CCN(c2cccc(Cl)c2)CC1)c1ccc(Cl)cc1	59%	-2%	52%	8.6%	2%
79	CCc1ccc(C(=O)Nn2c(C)nc3ccccc3c2=O)cc1	-11%	7%	8%	0.7%	-4%
80	CN(C)CCN1C(=O)C(=O)/C(=C(/O)c2ccc(OCc3ccccc3)cc2)C1c1ccncc1 (centres undefined)	nt	-1%	nt	0.3%	-1%
81	COc1ccc(C(=O)NC(C)c2nc3ccccc3n2C)cc1OC (centres undefined)	3%	7%	0%	3.9%	3%
82	COc1ccc(NC(=S)N(CCC(C)C)C2CCN(C(C)=O)CC2)cc1	8%	-1%	4%	i	-14%
83	CCOC(=O)c1c(NC(=O)Cc2ccccc2)sc2c1CCN(CC)C2	0%	2%	-13%	2.1%	-4%
84	Cc1ccc(O)c(C(=O)c2cnc3c(c2)COc2ccccc2-3)c1	31%	11%	?	i	-2%
85	O=C(CNC(=O)N1CC(=O)Nc2ccccc21)NCc1ccccc1	-2%	1%	-2%	0.4%	1%

Entries of single compounds from above. Order of values: M. tuberculosis, H1N1 NS1A inhibition, H37Rv inhibition, VEEV TC-83 Vero, Salmonella PhoP GFP
Record of `COc1ccc(/C=N\NC(=O)c2ccccc2F)cc1COc1ccc(F)cc1` → -4%, 7%, -5%, 2.8%, -6%
Record of `Cc1cc(C)c2nc(N3CCCC3)c(C#N)cc2c1` → 42%, 5%, 5%, i, -3%

Retrieved by structure from above (2):
item	SMILES	M. tuberculosis	H1N1 NS1A inhibition	H37Rv inhibition	VEEV TC-83 Vero	Salmonella PhoP GFP
52	O=C(c1cc(=O)c2cc(Cl)ccc2o1)N1CCN(Cc2ccccc2)CC1	-3%	0%	0%	1.1%	3%
34	CCn1c(COc2ccc3c(c2)OCO3)nnc1SCC(=O)c1ccc(Cl)cc1	1%	4%	-4%	3.4%	0%
